Screens: PubChem BioAssay, several laboratories
Anthrax LF prot: blocks Bacillus anthracis lethal factor protease; P15917; multiplex microsphere protease cleavage assay, LF; inhibition, % at 10 µM; actives 0.12% (n = 360,000); AID 588501; note: plate controls were buffer without enzyme for full effect and enzyme alone for no effect
Target sequence (P15917 whole entry, looked up): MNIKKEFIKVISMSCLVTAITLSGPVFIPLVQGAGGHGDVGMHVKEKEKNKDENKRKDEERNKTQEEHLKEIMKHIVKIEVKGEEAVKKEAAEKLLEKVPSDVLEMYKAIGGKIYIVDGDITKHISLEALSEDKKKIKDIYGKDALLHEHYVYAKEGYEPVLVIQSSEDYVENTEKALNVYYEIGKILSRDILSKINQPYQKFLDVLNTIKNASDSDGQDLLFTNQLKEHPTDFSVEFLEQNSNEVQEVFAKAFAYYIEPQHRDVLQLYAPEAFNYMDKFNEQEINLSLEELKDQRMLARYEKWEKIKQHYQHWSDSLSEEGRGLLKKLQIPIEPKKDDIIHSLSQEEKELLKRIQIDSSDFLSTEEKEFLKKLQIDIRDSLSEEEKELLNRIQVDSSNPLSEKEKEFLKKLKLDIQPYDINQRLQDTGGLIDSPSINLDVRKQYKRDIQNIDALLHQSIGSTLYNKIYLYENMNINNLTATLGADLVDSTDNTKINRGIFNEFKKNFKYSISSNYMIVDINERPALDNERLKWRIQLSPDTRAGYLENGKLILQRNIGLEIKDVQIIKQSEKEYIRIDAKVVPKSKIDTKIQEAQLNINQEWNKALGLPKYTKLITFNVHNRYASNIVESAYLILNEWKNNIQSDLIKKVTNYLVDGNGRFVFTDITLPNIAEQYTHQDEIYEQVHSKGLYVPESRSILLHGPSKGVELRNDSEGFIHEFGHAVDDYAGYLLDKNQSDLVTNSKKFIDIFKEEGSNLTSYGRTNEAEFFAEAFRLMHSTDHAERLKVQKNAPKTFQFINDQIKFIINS
PrPC TRFRET: inhibitors of human cell surface prion protein PrPC; P04156; TR-FRET read-out; inhibition, % at 13.8 µM; actives 0.43% (n = 370,000); in the data active = inhibition above about 24%; note: 0% = median of the test wells and 100% = reference compound wells
BH1578 lux ind: induces V. cholerae light production without autoinducers. V. cholerae BH1578 lux reporter, luminescence, 6 h. activation, % at 18.7 µM. actives 0.16% (n = 350,000); in the data active = activation mostly above about 9.7%, no sharp cut-off; note: not every result past the cut was called active; inactives centre near 0; reference of the scale not given here
SSB-PriA inh: K. pneumoniae PriA-SSBct interaction inhibition. AlphaScreen SSBct-PriA binding, biotinylated peptide. inhibition, % at 33 µM. actives 0.6% (n = 430,000). AID 1272365; in the data active = inhibition mostly above about 37%, no sharp cut-off; inactive = mostly below about 20%;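 note: plate controls were negative control peptide for no effect and reference peptide for full effect; strong numbers were not always called active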
BoNT A protease: BoNT A light chain protease inhibition; multiplex microsphere protease substrate cleavage, flow cytometry; inhibition, % at 10 µM; actives 0.17% (n = 360,000); AID 588499; note: plate controls were buffer without enzyme for full effect and enzyme alone for no effect
TcdB GH inh: blocks C. difficile toxin B glycohydrolase activity | P18177 | TcdB glycohydrolase enzymatic assay, plate reader | inhibition, % at 9.99 µM | actives 0.24% (n = 350,000) | AID 652162; in the data active = inhibition above about 10%
SARS 3CLpro inh: SARS-CoV 3CLpro protease inhibition. actives 0.14% (n = 290,000). recombinant SARS-CoV 3CLpro, quenched FRET peptide cleavage. P0C6X7. inhibition, % at 6 µM. AID 1706; in the data active = inhibition above about 12%
PfHsp40 yeast: restores yeast growth despite PfHsp40 toxicity; S. cerevisiae expressing PfHsp40, growth rescue, ATP luminescence; growth rescue, % at 12.5 µM; actives 0.68% (n = 340,000); AID 504582; in the data active = growth rescue above about 28%, passing the limit was not always enough;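 note: yeast W303a lacking pdr1 and pdr3 grown in galactose medium; growth measured after three days at 30 °C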
Y pestis TopoI: Y. pestis Topo-I inhibition via cleavage products; actives 0.064% (n = 360,000); activity, % at 10 µM; Y. pestis Topo-I cleavage product accumulation, plate reader; in the data active = activity above about 50%, passing the limit was not always enough; note: inactives centre near 2
The depositor's hits bear a star; i = inactive; x = not tested or not shown; & = joins results of further samples. Cut-off read from the data, not from the text of the source, unless noted: active = inhibition above about 30%; inconclusive = no clear call, values can overlap the other calls; inactive = below that.

Letters: A = Anthrax LF prot; B = PrPC TRFRET; C = BH1578 lux ind; D = SSB-PriA inh; E = BoNT A protease; F = TcdB GH inh; G = SARS 3CLpro inh; H = PfHsp40 yeast; I = Y pestis TopoI
> CC1(C)OC(=O)N(c2ccccc2)C12C=Cc1cc(Br)ccc1O2 (stereo not given)
  A = x | B = 13 | C = -0.3 | D = 3 | E = x | F = x | G = -1 | H = 20 | I = 5

> CCCCC1(CCCC)C(=O)NC(=Nc2cccc(C)c2)NC1=O
  A = -5 | B = 4 | C = -0.3 | D = -12 | E = 0.7 | F = x | G = 4 | H = 0.0 | I = -2

> CN(C)S(=O)(=O)N1CCN(S(=O)(=O)N2CCOCC2)CC1
  A = -11 | B = 2 | C = -0.7 | D = -10 | E = 2.7 | F = 0.9 | G = 1 | H = -0.3 | I = -8

> COC(=O)c1cc(OC)c(OC)cc1NC(=S)Nc1cccc(Cl)c1
  A = -1 | B = 1 | C = i | D = -6 | E = 0.0 | F = x | G = -3 | H = -0.2 | I = -11

> COc1ccc(N2CC(O)=C(c3nc4ccccc4s3)C2=N)c(OC)c1
  A = 0 | B = 7 | C = i | D = -17 | E = 0.1 | F = x | G = 5 | H = 0.0 | I = 0

> O=C(/C=C/c1ccc(Cl)c(Cl)c1)NCc1ccco1
  A = 2 | B = -6 | C = -0.3 | D = 5 | E = 2.6 | F = x | G = 1 | H = 1.1 | I = -2

> O=C(c1ccccc1)N1N=C(C(F)(F)F)CC1(O)c1ccc(F)cc1 (stereo not given)
  A = -2 | B = 2 | C = i | D = -16 | E = -1.2 | F = -6.2 | G = -5 | H = -0.7 | I = -5

> CCC(C)(C)c1nnc(NC(=O)C2CCN(C(=O)c3ccco3)CC2)s1
  A = 2 | B = 1 | C = -0.2 | D = -1 | E = 0.1 | F = -0.7 | G = -4 | H = 1.1 | I = 9

> Cn1c(C(=O)N2CCCC(C(=O)N3CCN(C(=O)c4ccco4)CC3)C2)cc2sccc21 (stereo not given)
  A = 6 | B = 1 | C = -0.3 | D = -4 | E = -0.7 | F = -4.8 | G = 3 | H = 13 | I = 4

> Cc1nn(C)cc1CNC(=O)/C=C/c1cnn(C)c1
  A = 0 | B = 9 | C = i | D = -17 | E = -0.4 | F = x | G = 2 | H = -0.6 | I = -1

> C[C@@H]1CN([C@H](C)CO)C(=O)c2c(c3ccccc3n2C)-c2ccccc2CO[C@H]1CN(C)C(=O)CCC(F)(F)F
  A = 7 | B = -5 | C = -0.4 | D = x | E = 0.0 | F = 0.3 | G = x | H = x | I = 20

> CCOC(=O)C1CCN(Cc2nc(-c3ccc(OC)c(OC)c3)no2)CC1
  A = -2 | B = 11 | C = i | D = -10 | E = 0.4 | F = x | G = 3 | H = -0.4 | I = 8

> COc1ccc(S(=O)(=O)N2CCCCC2)cc1NC(=O)CCc1nc2ccccc2c(=O)[nH]1
  A = 3 | B = -1 | C = -2.3 | D = 0 | E = -2.2 | F = 0.2 | G = x | H = -0.2 | I = 22

> CCOC(=O)Cn1nnnc1C(C(C)C)N(Cc1cccs1)Cc1cc2cc(C)ccc2[nH]c1=O (stereo not given)
  A = 5 | B = 5 | C = -0.7 | D = 8 | E = -0.2 | F = x | G = 2 | H = 7.1 | I = 11

> Cc1ccc(C2(C)NC(=O)N(CC(=O)Nc3cc(S(=O)(=O)N4CCOCC4)ccc3C)C2=O)cc1 (stereo not given)
  A = 0 | B = 3 | C = -0.3 | D = -8 | E = -1.4 | F = 0.8 | G = -2 | H = -0.5 | I = 8

> Cc1cc(C(=O)N/N=C/c2c(C)[nH]n(-c3ccccc3)c2=O)n[nH]1
  A = -1 | B = 2 | C = -0.5 | D = x | E = -0.4 | F = 1.6 | G = 2 | H = -0.3 | I = -8

> CC(NC(=O)C1CCCCC1)C(c1cccs1)N1CCOCC1 (stereo not given)
  A = -8 | B = -1 | C = -0.3 | D = -2&-2 | E = -0.6 | F = 1.9 | G = x | H = -1.2 | I = -3

> CCc1nc(Nc2ccccc2OC)c2oc3ccccc3c2n1
  A = -7 | B = 8 | C = -1.1 | D = -26 | E = -0.7 | F = 0.7 | G = 0 | H = 0.6 | I = 6

> CCCCNC(=O)c1cn(CC(C)C)c(=O)c2c1c1ccccc1n2C
  A = -3 | B = 1 | C = -7.7 | D = -11 | E = -0.7 | F = 1.3 | G = -1 | H = 0.0 | I = 23

> COc1ccc(CNC(=O)c2ccncc2)cc1
  A = 1 | B = 3 | C = i | D = -19 | E = 0.2 | F = -1.9 | G = 0 | H = -0.3 | I = 8

> Cc1cc(C(=O)Cn2nc(C(=O)O)c3ccccc3c2=O)c(C)n1CCc1ccc(Cl)cc1
  A = -2 | B = 6 | C = i | D = -15 | E = -0.9 | F = -1.2 | G = 5 | H = 0.1 | I = -12

> CCOc1ccc2ccccc2c1/C=N/NC(=O)CC1(C)OCCCO1
  A = -1 | B = 17 | C = -0.4 | D = x | E = -0.2 | F = x | G = 2 | H = 1.9 | I = 3

> COc1ccc(S(=O)(=O)N2CCCCC2)cc1NC(=O)c1ccc(N2CCCC2=O)cc1
  A = -4 | B = 11 | C = i | D = -5 | E = -0.4 | F = -1.2 | G = x | H = -0.1 | I = 13

> COc1ccc(NC(=O)/C(C#N)=C/c2c(C)nn(-c3ccc(F)cc3)c2Cl)cc1Cl
  A = 2 | B = 3 | C = -0.2 | D = 0 | E = 1.4 | F = 0.2 | G = 2 | H = -0.6 | I = -3

> O=[N+]([O-])c1cnccc1Nc1ccc(F)cc1
  A = -1 | B = -24 | C = -0.6 | D = -23 | E = 0.7 | F = x | G = 0 | H = 0.2 | I = -2

> COc1cc(NC(=O)c2cccc([N+](=O)[O-])c2C)ccc1NC(=O)c1ccco1
  A = -3 | B = 2 | C = 1.7 | D = -4 | E = 0.9 | F = 0.5 | G = -4 | H = -0.8 | I = -8

> CN(C)C(CNC(=O)c1ccc(S(=O)(=O)Nc2cccc(C(F)(F)F)c2)cc1)c1ccco1 (stereo not given)
  A = -3 | B = -5 | C = -3.7 | D = -5 | E = 4.7 | F = 2.3 | G = x | H = -1.1 | I = -10

> Cc1cc(C)nc(NC(=O)CSc2nn(-c3ccccc3)c(=S)s2)n1
  A = 2 | B = 5 | C = -0.3 | D = 1 | E = -2.1 | F = 1.4 | G = 1 | H = 0.3 | I = 2

> O=C(CCCCC(=O)Nc1c(I)cc(I)c(C(=O)O)c1I)Nc1c(I)cc(I)c(C(=O)O)c1I
  A = -1 | B = -5 | C = i | D = -9 | E = 0.2 | F = 6.0 | G = x | H = 17 | I = -1

> Cc1noc(C)c1NC(=O)Nc1cccc2c1O[C@H](CN(C)S(=O)(=O)c1cccs1)[C@@H](C)CN([C@H](C)CO)C2=O
  A = -12 | B = 4 | C = 12 | D = -4 | E = -0.3 | F = -0.2 | G = x | H = -1.0 | I = 12

Compound profiles, as listed above.
CN(C)S(=O)(=O)N1CCN(S(=O)(=O)N2CCOCC2)CC1 is entered as Anthrax LF prot: -11; PrPC TRFRET: 2; BH1578 lux ind: -0.7; SSB-PriA inh: -10; BoNT A protease: 2.7; TcdB GH inh: 0.9; SARS 3CLpro inh: 1; PfHsp40 yeast: -0.3; Y pestis TopoI: -8
C[C@@H]1CN([C@H](C)CO)C(=O)c2c(c3ccccc3n2C)-c2ccccc2CO[C@H]1CN(C)C(=O)CCC(F)(F)F is entered as Anthrax LF prot: 7; PrPC TRFRET: -5; BH1578 lux ind: -0.4; SSB-PriA inh: x; BoNT A protease: 0.0; TcdB GH inh: 0.3; SARS 3CLpro inh: x; PfHsp40 yeast: x; Y pestis TopoI: 20

Filtered by structure: the entries above containing a nitro group on carbon.
Letters: A = Anthrax LF prot; B = PrPC TRFRET; C = BH1578 lux ind; D = SSB-PriA inh; E = BoNT A protease; F = TcdB GH inh; G = SARS 3CLpro inh; H = PfHsp40 yeast; I = Y pestis TopoI
> O=[N+]([O-])c1cnccc1Nc1ccc(F)cc1
  A = -1 | B = -24 | C = -0.6 | D = -23 | E = 0.7 | F = x | G = 0 | H = 0.2 | I = -2

> COc1cc(NC(=O)c2cccc([N+](=O)[O-])c2C)ccc1NC(=O)c1ccco1
  A = -3 | B = 2 | C = 1.7 | D = -4 | E = 0.9 | F = 0.5 | G = -4 | H = -0.8 | I = -8

Continuation:
Letters: A = Anthrax LF prot; B = PrPC TRFRET; C = BH1578 lux ind; D = SSB-PriA inh; E = BoNT A protease; F = TcdB GH inh; G = SARS 3CLpro inh; H = PfHsp40 yeast; I = Y pestis TopoI
> COc1ccc(-n2c(=O)c3ccccc3n(CC(=O)NC3CCCCC3)c2=O)c(OC)c1
  A = -3 | B = -5 | C = -5.0 | D = -7 | E = -0.2 | F = x | G = -2 | H = -0.9 | I = 1

> O=C(Nc1cccnc1Cl)c1cccs1
  A = 2 | B = -2 | C = i | D = -3 | E = -2.4 | F = 1.9 | G = 0 | H = -1.7 | I = 6

> CCOC(=O)N1CCN(C(=O)COC(=O)CNC(=O)c2ccc(Cl)cc2Cl)CC1
  A = -1 | B = -5 | C = -5.9 | D = 2 | E = 1.3 | F = 1.4 | G = x | H = 0.9 | I = 0

> O=C(N/N=C/c1ccc(-c2ccc([N+](=O)[O-])cc2)o1)C(O)c1ccccc1 (stereo not given)
  A = 14 | B = -26 | C = -0.4 | D = x | E = 19 | F = -1.3 | G = -5 | H = 0.5 | I = -13

> CC1CC(C)CN(C(=O)C2CCN(S(=O)(=O)c3cccc4cccnc34)CC2)C1 (stereo not given)
  A = 4 | B = x | C = -0.4 | D = 1 | E = 2.0 | F = x | G = 1 | H = 0.5 | I = 29

> CCc1nc2ccc(C(=O)N3CCN(c4ccc([N+](=O)[O-])cc4)CC3)cc2nc1CC
  A = 0 | B = -23 | C = -12 | D = 2 | E = 0.8 | F = -0.1 | G = 4 | H = 2.1 | I = 40

> COc1ccc(OC(C)C(=O)Nc2ccc(F)cc2F)cc1 (stereo not given)
  A = -5 | B = -2 | C = 1.0 | D = -32 | E = -0.2 | F = 0.5 | G = 6 | H = 1.3 | I = -4

> Cc1ccc(-c2ccc(=O)n(Cc3c(F)cccc3Cl)n2)cc1
  A = 0 | B = 6 | C = i | D = 2 | E = -0.2 | F = 1.2 | G = 2 | H = 3.2 | I = 5

> O=S(=O)(NC(=NCc1ccccc1)c1ccccc1)c1ccccc1
  A = -1 | B = 4 | C = -1.5 | D = 10 | E = -0.3 | F = 0.9 | G = -2 | H = -0.8 | I = 8

> Cn1c2ccccc2c2cc(/C=N/NC(=O)c3ccccc3F)ccc21
  A = -1 | B = 47* | C = -3.2 | D = x | E = -6.7 | F = -0.2 | G = 5 | H = -2.3 | I = -7

> CC1Cc2cc(S(=O)(=O)NCCc3ccccc3)ccc2N1C(=O)C1CC1 (stereo not given)
  A = -2 | B = 7 | C = i | D = -2 | E = -1.0 | F = 0.8 | G = 0 | H = 0.2 | I = 10

> CC(C)(CNC(=O)CCC1CCCC1)CNC(=O)CCC1CCCC1
  A = -1 | B = 4 | C = 1.6 | D = 3 | E = -2.2 | F = 2.3 | G = 0 | H = 1.1 | I = 48

> CCOC(=O)N1CCC(n2c(SCC(=O)N3CCCC3)nc3ccccc3c2=O)CC1
  A = -19 | B = -5 | C = 3.5 | D = -10 | E = 0.4 | F = x | G = 0 | H = -0.1 | I = 26

> CC(C(=O)c1c[nH]c(C(N)=O)c1)c1ncc(C(F)(F)F)cc1Cl (stereo not given)
  A = 2 | B = -1 | C = i | D = 2 | E = -0.4 | F = -0.7 | G = 3 | H = -0.9 | I = 0

> COc1cc(CCC(=O)OCC(=O)Nc2c(C)cc(C)cc2C)cc(OC)c1OC
  A = 0 | B = 6 | C = -0.3 | D = -5 | E = 0.1 | F = 1.3 | G = 2 | H = -0.6 | I = -1

> O=C(CCN1CCN(c2ccccc2F)CC1)Nc1ccccc1Cl
  A = -10 | B = -11 | C = i | D = -12 | E = -3.2 | F = 1.0 | G = -3 | H = -0.2 | I = 12

> Cc1cccc(C(=O)NC2CC3CCC(C2)N3C)c1 (stereo not given)
  A = x | B = -2 | C = -0.5 | D = -9 | E = x | F = 1.9 | G = x | H = 1.0 | I = -3

> CC1CC(C)CN(C2CCCCC2NS(=O)(=O)c2ccc(Cl)cc2)C1 (stereo not given)
  A = -6 | B = -6 | C = -0.5 | D = -12 | E = 0.2 | F = -0.1 | G = -7 | H = 2.7 | I = 3

Some of the compounds tested (hit frequency here may not be typical).
